RAM inhibit: inhibitors of the yeast RAM network, primary screen, dse1pr::URA3 reporter, 5-FOA selection; hit rate 1.8% among 190,000; S. cerevisiae dse1pr::URA3 reporter, 5-FOA growth OD615, 2 d; analog-sensitive cbk1-as2 kinase mutant strain; inhibition, % at 50 µM;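 active = inhibition above a set limit, 3 SD over mean compound inhibition, cut at about 8.4% in these data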;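 note: 0% = DMSO-only wells with no growth and 100% = 10 µM 1-NA-PP1 full growth; inhibition rescues growth on 5-FOA so higher OD means more RAM inhibition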
TNAP inh no acc: human TNAP enzyme inhibitors, primary screen, biochemical, luminescent, no phosphate acceptor, uHTS. inhibition, % at 20 µM. purified TNAP, CDP-star luminescence, 30 min. hit rate 0.26% among 200,000;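 active = tissue-nonspecific alkaline phosphatase inhibition above about 50% at 20 µM in the single-dose screen, limit read from the data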;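 note: 0% = DMSO negative control and 100% = EDTA positive control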
TNAP inh hiacc: human TNAP enzyme inhibitors, primary screen, biochemical, luminescent, high phosphate acceptor level, uHTS; purified TNAP, CDP-star luminescence, 1 M DEA; inhibition, % at 20 µM; hit rate 0.03% among 200,000; AID 1135, 2008;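 active = over 50% inhibition of tissue-nonspecific alkaline phosphatase at 20 µM in the single-dose screen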;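 note: plate controls were DMSO wells for no effect and EDTA-quenched wells as full inhibition for full effect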
Hsp70 act: Hsp70 transcriptional activators, primary screen, cell-based, HeLa, Hsp70 promoter luciferase, luminescence, 10 µM; HeLa Hsp70 promoter luciferase reporter; scaled: vehicle 0, proteasome-inhibitor control 100%; activation, % at 10 µM; hit rate 0.04% among 200,000;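 active = activation above the mean across all tested compounds plus 3 SD, cutoff set per campaign, cut at about 5.5% in these data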;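 note: 100% = MG132 at 30 µM as the positive control and 0% = DMSO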
Redox H2O2 prof: compounds producing H2O2 with reducing agent – biochemical, NIH compound library profiling, artefact control for MLSCN library redox annotation, primary screen. DTT-dependent redox cycling H2O2, phenol red/HRP absorbance; 100% = 100 µM peroxide control, 0% = buffer. activation, % at 10 µM. hit rate 0.03% among 200,000. AID 878, 2007;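 active = activation of at least 50% relative to the plate's high and low controls in the primary single-dose screen; inactive = activation below 50%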;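 note: compound incubated with DTT at 0.8 mM final as the reducing agent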
Lmaj promast: Leishmania major promastigote growth inhibition, primary screen; hit rate 9% among 200,000; inhibition, % at 10 µM; Leishmania major promastigotes, resazurin fluorescence viability; AID 1063, 2008; in the data active = inhibition above about 50%;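 note: promastigotes grown with compound for 44 hours at 28 °C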
PMI act satM6P: human PMI activators, high substrate, primary screen, biochemical, fluorescence intensity, near-saturating mannose 6-phosphate. Mannose-6-phosphate isomerase (Homo sapiens), P34949. hit rate 0.34% among 190,000. activation factor at 20 µM. coupled PMI enzyme assay, resazurin fluorescence, 20 min; active compounds read high; 1 = untreated enzyme, 0 = substrate-free blank;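 active = activation factor of 2 or more at 20 µM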
Target sequence (P34949 whole entry, looked up): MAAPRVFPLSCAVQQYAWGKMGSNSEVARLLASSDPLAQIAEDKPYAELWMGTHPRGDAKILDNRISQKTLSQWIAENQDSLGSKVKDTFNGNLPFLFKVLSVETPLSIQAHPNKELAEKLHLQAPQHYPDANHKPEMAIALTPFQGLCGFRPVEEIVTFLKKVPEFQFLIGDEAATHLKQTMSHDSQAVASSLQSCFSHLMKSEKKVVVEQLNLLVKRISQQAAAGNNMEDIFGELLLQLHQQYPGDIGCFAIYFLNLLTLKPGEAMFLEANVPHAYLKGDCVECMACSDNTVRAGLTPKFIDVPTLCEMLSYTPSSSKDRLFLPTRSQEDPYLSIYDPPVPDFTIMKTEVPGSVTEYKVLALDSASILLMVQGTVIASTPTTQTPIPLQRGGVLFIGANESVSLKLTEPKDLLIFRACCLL
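Material: human phosphomannose isomerase with PGI, G6PDH, diaphorase coupling enzymes. Quantity: 15 ng/mL PMI. Medium: HEPES pH 7.4 buffer with MgCl2 and Tween-20. Reagent: Near-saturating mannose-6-phosphate, 1.0 mM. Compound: 20 µM single dose. Times: enzyme reaction with compound 20 min at room temperature. Detection: resorufin fluorescence at Ex 544/Em 590 nm.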
Efa HMGR inh: inhibitors of E. faecalis class II HMGR, primary screen, biochemical, Enterococcus faecalis. HMG-CoA reductase (Enterococcus faecalis, mvaE). purified E. faecalis HMGR, NADPH absorbance 340 nm kinetic. inhibition, % at 10 µM. hit rate 0.41% among 190,000. AID 1066, 2008;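 active = inhibition above a set limit, the median over all tested compounds plus 3 SD, cut at about 9.5% in these data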;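 note: enzyme runs in reverse so mevalonate oxidation gives rising NADPH absorbance; 0% = complete reaction with DMSO and 100% = background rate lacking mevalonate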
PMI activator: activators of human PMI, primary screen, biochemical, fluorescence intensity, near-Km mannose 6-phosphate; purified human PMI, coupled resazurin fluorescence, 20 min; active compounds read high; 1 = vehicle control, 0 substrate-free wells; activation factor at 20 µM; hit rate 0.005% among 190,000; AID 1214, 2008;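 active = activation factor of 2 or more at 20 µM, relative to plate controls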
S1P3 antagonist: S1P3 receptor antagonists, primary screen, cell-based; Sphingosine 1-phosphate receptor 3 (Homo sapiens), Q99500; CHO S1P3 NFAT-BLA reporter, FRET fluorescence, antagonist mode; inhibition, % at 4.98 µM; hit rate 0.27% among 170,000;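 active = inhibition above the plate cutoff, the mean inhibition of test wells on that plate plus 3 SD, cut at about 28% in these data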;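 note: cells challenged with S1P at its EC80 of 0.8 µM; blue over green emission ratio from cleaved BLA substrate after 4 h stimulation; 0% = S1P-stimulated wells and 100% = unstimulated DMSO-only wells; some compounds past the cut are filed as inactive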
Target sequence (Q99500 whole entry, looked up): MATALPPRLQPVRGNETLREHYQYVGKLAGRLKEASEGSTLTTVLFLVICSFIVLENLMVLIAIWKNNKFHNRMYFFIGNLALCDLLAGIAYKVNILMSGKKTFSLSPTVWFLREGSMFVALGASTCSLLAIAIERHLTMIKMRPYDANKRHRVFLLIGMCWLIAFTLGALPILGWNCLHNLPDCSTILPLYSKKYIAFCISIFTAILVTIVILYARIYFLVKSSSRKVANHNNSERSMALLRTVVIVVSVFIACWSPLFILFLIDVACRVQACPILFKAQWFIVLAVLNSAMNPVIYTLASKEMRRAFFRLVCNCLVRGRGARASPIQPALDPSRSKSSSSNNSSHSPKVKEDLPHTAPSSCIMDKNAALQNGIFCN
* = called active by the depositor; x = no result given. An unsorted share of the library. About 12% of those tested had a hit in this group.

SMILES	RAM inhibit	TNAP inh no acc	TNAP inh hiacc	Hsp70 act	Redox H2O2 prof	Lmaj promast	PMI act satM6P	Efa HMGR inh	PMI activator	S1P3 antagonist
CCC(Cc1ccccc1)NC(=O)CCn1cccc1 (stereo unspecified)	-0.1	-8	-3	-0.6	0.1	-6	1	0	0.9	x
Cc1ccc(C(=O)NCc2ccccc2)cc1Br	-0.5	-8	-1	-0.4	-0.5	12	0.9	-1	0.9	1
CC(C)CCNC(=O)COC(=O)c1ccc(Br)o1	0.5	9	9	-0.4	-0.1	-7	1	-2	1.1	x
C#Cc1ccc([C@@H]2C=C(C(=O)N3CCN(Cc4ccccc4)CC3)O[C@H](OCCCCO)C2)cc1	1.9	-4	-2	-0.5	0.4	-4	0.9	-2	1	-8
O=C(NCc1ccccc1Cl)c1ccc[nH]1	2.7	-1	-4	-0.2	-0.2	0	1.1	4	1.1	-11
Cc1ccc(N(C)C(=O)N2CCN(S(=O)(=O)c3ccc(C)c(C)c3)CC2)cc1	2.1	-12	-2	-0.4	0.1	5	1	4	1	x
O=S(=O)(c1ccc(OCC(O)CNCc2ccco2)c(Cl)c1)N1CCOCC1 (stereo unspecified)	-0.1	-6	-3	0.0	-0.4	-4	1	-3	1	x
COc1ccc([N+](=O)[O-])cc1NC(=O)C1(c2ccccc2)CCOCC1	2.0	3	0	-0.3	-1.8	13	1.1	0	1.2	-7
O=C(NC1CCCCC1)c1ccc(CNc2ccccc2)o1	-0.8	-8	0	1.1	1.6	0	0.8	-1	0.8	-28
c1ccc(-n2cnc3cc(NCc4ccccn4)ccc32)cc1	0.8	-2	-7	-0.3	3.7	-5	1.1	2	0.9	-14
Cc1cc(NC(=O)c2oc3ccccc3c2C)ccc1-n1cnnn1	2.5	2	-2	-0.1	2.6	14	0.8	-1	1	-2
Cc1nnc(NC(=O)CSc2ncn(-c3ccccc3)n2)s1	2.0	-10	-1	-0.1	-0.3	-6	0.9	-2	0.9	5
CNC(=O)c1[nH]cnc1C(=O)N[C@@H](CCCCNC(=O)OC(C)(C)C)C(=O)OC(C)(C)C	1.1	-4	-2	-0.3	0.7	-6	1	-3	0.9	-12
CCc1ccc(NC(=O)COC(=O)c2ccc(Cl)c(S(=O)(=O)N3CCCCCC3)c2)cc1	6.6	-9	0	0.0	0.3	63*	0.9	-2	0.8	-4
COc1ccc(Cl)cc1NC(=O)CSc1nnc(Cn2c(=O)sc3ccccc32)n1C	3.0	-8	-2	-0.4	-0.1	-3	1	-10	1	-24
Cc1ccccc1N1CCN(S(=O)(=O)c2ccccc2)CC1	2.6	-7	1	-0.2	1.4	31	1	-2	0.9	x
O=C(Nc1cccc(F)c1)c1cccnc1NCCc1ccccc1	-0.4	-5	8	0.0	-0.3	25	0.9	4	0.8	4
C=CCSc1nnc(-c2ccccc2NC(C)=O)c(=O)[nH]1	0.5	-9	-5	-0.1	3.0	-5	1	1	1.1	-49
CCOc1ccc2[nH]c(=O)c(CN(CC3COCCO3)C(=O)c3ccco3)cc2c1 (stereo unspecified)	x	-6	2	x	x	x	1	x	1	-5
CC(=O)C1=NOC(CNc2ncc(C(F)(F)F)cc2Cl)C1 (stereo unspecified)	0.1	-10	-7	0.0	-1.0	-2	1	-2	1	-29
O=C1NN(c2ccccc2)C(=O)/C1=C/c1cccs1	5.1	-6	2	-0.4	1.6	8	1	-1	1	-3
CC(NS(=O)(=O)c1ccc(Cl)cc1)C(=O)NCCC1=CCCCC1 (stereo unspecified)	1.7	-9	-4	0.3	0.9	6	0.8	0	0.9	-8
CCOc1c(CNCCNC(=O)c2nonc2N)cccc1OC	0.0	0	-7	-0.1	1.2	2	1.1	x	1.1	-26
C=CCN(CC=C)S(=O)(=O)c1ccc(NC(=S)NC(=O)/C=C/c2ccc(C)cc2)cc1	6.8	-3	-1	0.3	0.6	-1	0.9	-3	0.9	x
CCOC(=O)c1c2ccc(OCC(=O)NN)cc2n2ccccc12	5.3	-45	-16	-0.1	-1.1	6	0.2	3	0.2	8

Record cards, as listed above. Values in the order: RAM inhibit	TNAP inh no acc	TNAP inh hiacc	Hsp70 act	Redox H2O2 prof	Lmaj promast	PMI act satM6P	Efa HMGR inh	PMI activator	S1P3 antagonist
CCc1ccc(NC(=O)COC(=O)c2ccc(Cl)c(S(=O)(=O)N3CCCCCC3)c2)cc1 in the list: 6.6	-9	0	0.0	0.3	63*	0.9	-2	0.8	-4
COc1ccc(Cl)cc1NC(=O)CSc1nnc(Cn2c(=O)sc3ccccc32)n1C in the list: 3.0	-8	-2	-0.4	-0.1	-3	1	-10	1	-24

(more compounds)
SMILES	RAM inhibit	TNAP inh no acc	TNAP inh hiacc	Hsp70 act	Redox H2O2 prof	Lmaj promast	PMI act satM6P	Efa HMGR inh	PMI activator	S1P3 antagonist
CCOC(=O)CNC(=O)CSc1ncnc2c1cnn2-c1ccccc1	1.6	-1	-3	0.0	4.2	-2	0.9	0	0.9	-28
O=S(=O)(NC1c2cccc3cccc(c23)C1N1CCNCC1)c1ccc(Cl)cc1 (stereo unspecified)	-1.0	-7	-7	-0.3	0.6	100*	0.9	-8	0.9	-6
CC(=O)Nc1ccc(C(=O)N/N=C(\C)CC(=O)Nc2ccc(OCc3ccccc3)cc2)cc1	0.5	-29	-4	0.0	0.1	-5	1.1	1	0.9	-16
CCOc1ccc(-c2nnc(SCc3nc4ccccc4[nH]3)n2N)cc1	0.7	-12	2	-0.3	0.5	12	1	-1	1	x
Cc1ccc(Nc2nnns2)cc1C	-0.1	-7	-5	-0.3	0.4	18	0.8	-2	0.5	-18
CCOC(=O)c1[nH]c2cc(OC)c(OC)cc2c1N	-0.8	-10	-2	-0.3	-0.4	4	0.9	3	0.8	x
CC1(C)CC(CC(=O)Nc2nccs2)(c2ccccc2)CCO1 (stereo unspecified)	0.1	-11	-3	-0.2	0.3	-3	1	-7	1.1	-27
CCCCC1CCC(c2ccc(C(N)=O)cc2)CC1 (stereo unspecified)	2.3	-18	1	-0.2	-0.2	-8	1.1	-5	1	-3
Cc1csc(NC(=O)CSc2ccccc2F)n1	-0.4	-10	-1	0.4	-0.7	5	0.9	-6	0.9	7
COC(=O)C1=C(C)NC(=O)CC1c1cc2c(cc1Br)OCO2 (stereo unspecified)	2.8	-1	-7	-0.2	-0.7	-3	0.8	-4	1	0
COc1ccc(C2=C(c3ccc([N+](=O)[O-])cc3)C(=O)OC2)cc1	3.3	-2	4	-0.1	-0.2	-9	1	0	1	-1
C=CCO/N=C/C1C(=O)CC(C)(C)CC1=O	2.8	-6	0	-0.4	-0.3	37	1.2	-7	1.3	3
CC(=O)Nc1c(O)nc(SCC(=O)Nc2cccc(C)c2)[nH]c1=O	-0.3	-17	2	-0.2	0.2	-2	1.4	-1	1	x
CCN(CC)CCN1C(=O)C(O)=C(C(C)=O)C1c1ccccc1 (stereo unspecified)	x	-14	-7	x	x	x	1.1	x	1.1	-22
N#Cc1cnn2c1nc(N1CCOCC1)c1ccccc12	3.5	-11	-2	-0.2	-0.7	5	1	-1	0.9	x
NC(=O)CSc1c[nH]c2ccccc12	0.3	-8	0	-0.4	2.1	-5	0.9	-1	1	x
COc1ccccc1N(C(=O)c1cncc(Br)c1)c1nc(-c2ccc(C)cc2)cs1	6.3	0	7	-0.1	0.1	12	1	-2	0.9	0
CC(CCc1ccccc1)NC(=O)C(=O)NCCc1ccccc1 (stereo unspecified)	2.5	-6	-2	-0.3	-0.4	-7	1.1	-8	1.1	2
O=C1c2ccccc2C(=O)N1CC(O)COCc1ccccc1 (stereo unspecified)	0.1	-3	-6	-0.2	-0.9	-5	1	-1	1.1	17
CCN(CC)c1ccc(C=C2C(=O)OC3(CCCCC3)OC2=O)cc1	1.2	28	-7	-0.2	-0.6	5	1.2	-2	1.2	-6
COc1cccc(N(CC(=O)N2CCc3ccccc3C2)S(C)(=O)=O)c1	0.1	-1	2	-0.3	-0.1	-4	0.9	-2	0.9	x
CC(Oc1ccc(Cl)cc1Cl)C(=O)NCc1ccncc1 (stereo unspecified)	0.5	15	1	-0.2	-0.6	-2	1.1	-8	1.1	x
O=C(NC1=NCCS1)c1cccc(NC(=O)c2ccco2)c1	1.4	-10	-3	-0.4	2.9	99*	0.9	-9	0.9	-10
CCN(CC)C(=O)C1=C(C)NC(=O)NC1c1ccccc1F (stereo unspecified)	-0.8	-11	-3	-0.2	0.3	-9	1	-1	0.9	-3
Cc1cc(=O)oc2cc(OC(=O)c3ccco3)ccc12	0.1	-4	-3	-0.2	-0.6	0	0.9	-1	0.9	7
(next part)
SMILES	RAM inhibit	TNAP inh no acc	TNAP inh hiacc	Hsp70 act	Redox H2O2 prof	Lmaj promast	PMI act satM6P	Efa HMGR inh	PMI activator	S1P3 antagonist
CC(Sc1sc(=S)sc1SC(C)C(=O)O)C(=O)O (stereo unspecified)	0.0	-2	-6	-0.2	1.3	-13	1.1	-4	1.2	7
Cc1nc2cc(C(F)(F)F)ccc2n1C1CCN(CC(=O)N2CCOCC2)CC1	2.2	-10	-6	-0.5	2.4	20	1.1	-2	1	-14
O=C(c1cccc(N2CCCC2=O)c1)N1CCN(c2ccccc2)CC1	0.4	-7	-5	-0.5	-4.2	-6	1	-2	1	x
CCN(CC)CCN(CC(=O)N(C1CCCCC1)C1CCCCC1)C(=O)c1cccnc1	-1.0	-9	-5	0.1	10	-5	1	-3	1	1
Cc1ccc(CNC(=O)CN2C(=O)C3(OCCCO3)c3ccccc32)cc1	-0.4	-9	-3	-0.2	0.2	1	1	4	1	-2
N#Cc1cc2sc3nc4ccccc4n3c2cc1C#N	-0.4	-3	-5	-0.2	0.0	-5	1	-3	0.9	-14
CCC(C)(C)NC(=O)C(c1ccccc1F)N(Cc1ccco1)C(=O)Cn1nnc2ccccc21 (stereo unspecified)	3.6	-13	-6	-0.3	2.2	46	1	-2	1	7
CC(C)(C)CC(=O)NC(=S)N1CCCCCC1	1.6	-11	-2	-0.2	2.1	-1	1	0	1	x
Oc1cccc2c(NC(=S)Nc3ccc(OC(F)F)cc3)cccc12	-0.1	-1	4	1.6	0.3	4	0.7	-3	0.8	-13
O=C(NCc1cccnc1)c1cccnc1-c1nc2ccccc2s1	1.1	-18	-1	-0.5	0.0	3	0.9	-2	0.9	x
Cn1nc(C(=O)Nc2ccc(S(=O)(=O)N3CCCC3)cc2)ccc1=O	0.3	-10	-4	-0.2	-1.2	-1	1	0	1	-22
O=C(Cc1cccs1)NCc1ccccc1F	1.0	-10	-7	0.1	-0.1	3	0.9	-1	0.9	-8
